Screening results: PubChem BioAssay, Sanford-Burnham Center for Chemical Genomics
MIN6 prolif = inducers of MIN6 beta-cell proliferation, primary screen, ATP luminescence, uHTS; MIN6 cells proliferation, ATPlite luminescence, 48 h; cells starved in 0.2% serum; 100% = growth in 10% serum; proliferation, % at 10 µM; hit rate 0.29% among 330,000; AID 2380, 2010;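 active means compounds whose signal lies at least 3.5 SD above the mean of all wells on their plate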;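 further: 0% = DMSO-treated cells in low-serum medium and 100% = 10% serum control; some compounds called inactive have numbers as strong as hits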
APOBEC3G inh = APOBEC3G DNA deaminase inhibitors, primary screen, biochemical, fluorescence, single-stranded DNA substrate, uHTS; DNA dC->dU-editing enzyme APOBEC-3G (Homo sapiens), Q9HC16; recombinant A3G, ssDNA deamination FAM/TAMRA fluorescence; inhibition, % at 20 µM; hit rate 0.28% among 330,000;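 active means inhibition of at least 40% at 20 µM, with no more than 30% in the related APOBEC3A deaminase screen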;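 further: plate controls were DMSO wells with A3G for no effect and wells lacking A3G enzyme for full effect; some compounds called inactive have numbers as strong as hits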
Target sequence (Q9HC16 whole entry, looked up): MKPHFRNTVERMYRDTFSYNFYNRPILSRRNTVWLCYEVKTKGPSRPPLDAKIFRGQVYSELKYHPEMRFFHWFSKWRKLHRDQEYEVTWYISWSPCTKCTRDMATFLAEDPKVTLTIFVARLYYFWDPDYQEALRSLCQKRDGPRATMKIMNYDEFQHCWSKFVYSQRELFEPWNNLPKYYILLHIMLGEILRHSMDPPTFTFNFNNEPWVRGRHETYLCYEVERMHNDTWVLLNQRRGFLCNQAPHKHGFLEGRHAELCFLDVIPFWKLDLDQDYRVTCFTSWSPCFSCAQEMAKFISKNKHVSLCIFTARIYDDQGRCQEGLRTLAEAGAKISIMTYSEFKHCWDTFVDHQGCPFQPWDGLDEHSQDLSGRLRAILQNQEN
hIAP act = human IAP activators, primary screen, biochemical, luminescence, uHTS; hit rate 0.16% among 330,000; activation factor at 10 µM; purified human IAP, CDP-Star luminescence, 30 min; active compounds read high; 1 = vehicle-only enzyme, 0 = enzyme-free background; Intestinal-type alkaline phosphatase (Homo sapiens), P09923;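 active means activation factor of the enzyme at least 2-fold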; further: the source names both 10 and 20 µM as test concentration; values of inactives mirror those of a sister screen read the other way
Target sequence (P09923 whole entry, looked up): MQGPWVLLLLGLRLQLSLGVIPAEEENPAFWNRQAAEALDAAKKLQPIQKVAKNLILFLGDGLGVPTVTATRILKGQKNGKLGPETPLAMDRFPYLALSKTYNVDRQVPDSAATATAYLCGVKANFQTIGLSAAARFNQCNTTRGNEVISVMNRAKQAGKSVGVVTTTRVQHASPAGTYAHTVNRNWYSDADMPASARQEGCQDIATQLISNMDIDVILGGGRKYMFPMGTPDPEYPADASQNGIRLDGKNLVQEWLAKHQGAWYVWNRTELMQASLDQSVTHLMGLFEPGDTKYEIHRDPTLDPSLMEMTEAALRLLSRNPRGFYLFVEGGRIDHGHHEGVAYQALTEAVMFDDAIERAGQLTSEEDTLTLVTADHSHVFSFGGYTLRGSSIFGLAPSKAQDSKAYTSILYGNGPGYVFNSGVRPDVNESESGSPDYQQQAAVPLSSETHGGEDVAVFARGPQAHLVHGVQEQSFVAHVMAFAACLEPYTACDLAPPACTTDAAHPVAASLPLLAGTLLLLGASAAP
mIAP inh = inhibitors of mouse IAP, primary screen, biochemical, luminescence, uHTS; intestinal alkaline phosphatase [Mus musculus]; inhibition, % at 10 µM; AID 2806, 2010; purified mouse IAP, CDP-Star luminescence, 30 min; hit rate 0.2% among 330,000;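 active means inhibition of at least 40% at 10 µM in the primary screen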;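 further: plate controls were DMSO with enzyme for no effect and no enzyme wells for full effect; values of inactives mirror those of a sister screen read the other way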
mIAP act = activators of mouse IAP, primary screen, biochemical, luminescence, uHTS. activation factor at 10 µM. AID 2805, 2010. intestinal alkaline phosphatase [Mus musculus]. hit rate 0.24% among 330,000. muIAP, CDP-Star luminescence, 30 min; active compounds read high; 1 = vehicle-only enzyme signal, 0 = enzyme-free wells;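 active means activation factor of at least 2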; further: the source names both 10 and 20 µM as test concentration; values of inactives mirror those of a sister screen read the other way
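also added = chemiluminescent substrate CDP-Star | test system = mouse IAP enzyme | signal = chemiluminescence readout | compound = DMSO-dissolved test compounds | incubation = 30 min at room temperature | benchmarks = DMSO wells, no-enzyme wells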
GRIN3A LBD mod = binders of NR3A ligand-binding domain, primary screen, biophysical, differential scanning fluorimetry, uHTS; NR3A LBD differential scanning fluorimetry, Tm shift; 0% = protein alone, 100% = glycine-bound protein; Tm shift relative to glycine control, % at 25 µM; hit rate 2.5% among 340,000; AID 1259313, 2017;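 active means melting temperature shift of at least 10% of the positive control shift, at one fixed dose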
MPTP inh = mitochondrial permeability transition pore inhibitors, primary screen, biochemical, isolated mouse mitochondria, absorbance; Ca2+ swelling absorbance, 30 min; inhibition, % at 10 µM; hit rate 1.4% among 360,000; AID 602449, 2012;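 active means inhibition of 50% or more, scaled per plate between neutral and stimulator controls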;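 further: 0% = DMSO wells given calcium and 100% = 1 mM EGTA wells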
A3A deaminase = APOBEC3A ssDNA deaminase inhibitors, primary screen, selectivity assay for APOBEC3G inhibitor project, biochemical, FAM/TAMRA oligo cleavage fluorescence; DNA dC->dU-editing enzyme APOBEC-3A (Homo sapiens), P31941; recombinant A3A, FAM/TAMRA ssDNA deamination fluorescence; inhibition, % at 20 µM; hit rate 0.41% among 330,000;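 active means at least 40% inhibition at 20 µM here, with at most 30% in a related deaminase screen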;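 further: plate controls were A3A with DMSO for no effect and wells lacking A3A enzyme for full effect; some results filed as inactive read as strong as hits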
hIAP block = human IAP inhibitors, primary screen, biochemical, luminescence, uHTS; AID 2544, 2010; hit rate 0.12% among 330,000; inhibition, % at 10 µM; purified IAP, CDP-Star luminescence, 30 min;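 active means inhibition reaching a set limit with compound at 10 µM in the primary screen, cut at about 35% in these data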;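 further: plate controls were DMSO wells with enzyme for no effect and no-enzyme buffer wells for full effect; values of inactives mirror those of a sister screen read the other way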
The depositor's hits bear a star; · = no result given. Compounds as they come; about 5% have a hit in one of these screens.

The line under a structure holds: MIN6 prolif	APOBEC3G inh	hIAP act	mIAP inh	mIAP act	GRIN3A LBD mod	MPTP inh	A3A deaminase	hIAP block
CCOc1ccc(-n2c(SCc3nc(-c4ccc(C)cc4)no3)nnc2-c2ccncc2)cc1
    -5	-1	1.1	3	0.97	-1	-0.4	3	-13
S=C(NCCCc1ccccc1)Nc1ccccc1Cl
    -6	-7	1	-163	2.6*	18*	86*	-3	-4
Cc1cc(N(C)C)ccc1[N+](=O)[O-]
    0	-3	0.76	2	0.98	1	2.1	0	24
COc1ccc(NC(=O)C2CCN(S(=O)(=O)c3ccc4c(c3)NC(=O)C(C)S4)CC2)cc1 (stereo not given)
    -4	-3	1.2	-23	1.2	-4	6.8	1	-18
CC(C)CSc1nc2ccccc2[nH]1
    1	-5	0.87	4	0.96	0	-1.5	-1	13
CC(CCC(=O)O)C1CCC2C3CCC4C[C@H](O)CCC4(C)C3CC(=O)C12C (stereo not given in full)
    1	-3	1	-4	1	-5	0.2	2	-2
O=C(Oc1ccccc1)N1CCN(c2ccc(F)cc2)CC1
    -5	0	0.96	-2	1	0	0.7	0	4
CCOC(=O)N1CCN(C(=O)c2c(-c3c(Cl)cccc3Cl)noc2C)CC1
    0	-1	1.1	-4	1	-2	-2.0	2	-14
CC(=O)c1ccc(-c2cccs2)s1
    0	-6	0.95	3	0.97	0	1.8	-3	5
O=C(COC(=O)Cn1cnc2ccccc21)Nc1cccc(S(=O)(=O)N2CCOCC2)c1
    -2	-6	0.96	10	0.9	-1	0.2	1	4
O=C(O)c1sccc1Oc1ccc(NS(=O)(=O)c2ccccc2)cc1
    3	-4	0.85	8	0.92	-1	-0.5	-3	15
Cc1ccccc1-c1nnc(SCCOc2ccc3c(C)cc(=O)oc3c2)o1
    -3	-1	1.1	5	0.95	-1	0.0	-2	-6
Cc1cc(C)nc(-n2nc(C)cc2Nc2ccccc2)n1
    -2	8	0.87	-6	1.1	3	-2.0	8	13
O=C(Nc1cccc(Cl)c1Cl)c1cc(S(=O)(=O)NCCc2ccccc2)ccc1F
    -5	-9	0.76	12	0.88	18*	10	-2	24
CCOC(=O)c1ccc(-n2[nH]c(-c3ccccc3)cc2=O)cc1
    -6	-3	1	1	0.99	-5	88*	3	-5
CCCOC(=O)c1ccc(NC(=O)C2CCCO2)cc1 (stereo not given)
    3	-5	0.97	6	0.94	1	0.9	1	3
COC(=O)Nc1ccc(S(=O)(=O)Nc2ccc(C(=O)O)cc2)cc1
    4	-17	0.91	-11	1.1	-2	-2.2	-5	9
Cc1ccc(-c2nc3ncccc3o2)cc1NC(=O)c1ccco1
    3	-3	1.2	6	0.94	0	-2.8	0	-18
O=C(Cc1cccs1)N(c1ccc(Cl)cc1)C1C=CS(=O)(=O)C1 (stereo not given)
    -2	-5	0.98	-1	1	·	-1.3	0	2
O=C(COC(=O)CNS(=O)(=O)c1c(Cl)cccc1Cl)Nc1ccccc1Sc1ccccc1
    -2	0	1.1	3	0.97	-7	2.6	1	-12
CCOC(=O)c1nn(-c2sc(C(=O)OC)c(C)c2C(=O)OC)cc1O
    -2	-3	1.1	7	0.93	0	0.2	-1	-14
CCC1=C/C(=C/N(C)c2ccccc2)C(=O)S1
    0	-2	0.99	19	0.81	-2	0.1	-4	1
COc1ccccc1OCC(=O)Nc1cccc(-c2nc3ccccc3o2)c1
    -1	11	1.1	2	0.98	-7	1.3	-2	-14
O=c1c2[nH]c3ccccc3c2ncn1Cc1ccco1
    -4	-1	1.1	3	0.97	-2	-3.5	-2	-6
O=C(COC(=O)c1ccc2c(c1)C(=O)N(c1cccc3ncccc13)C2=O)c1ccc(Cl)cc1
    0	-4	1	4	0.96	1	-0.4	-1	-2
CN(CC(=O)Nc1nc2ccccc2s1)S(=O)(=O)c1ccccc1
    0	-2	0.79	6	0.94	-4	-1.8	-4	21
Cc1ccc(NC(=O)CSc2nc(=O)n(Cc3ccncc3)c3c2CCC3)c(C)c1
    5	-1	1.1	2	0.98	-2	2.2	-1	-8
COC(=O)c1ccc(CSc2nnc(-c3c[nH]c4ccccc34)n2C)o1
    0	-4	0.98	-4	1	0	-2.4	0	2
c1ccc(-c2cc(N3CCCCC3)c3ccccc3n2)cc1
    -3	-11	1	9	0.91	1	7.1	2	-1
COc1ccc(NC(=O)CN(C)C(=O)CN2C(=O)c3ccc([N+](=O)[O-])cc3C2=O)cc1
    2	-4	1.1	-6	1.1	-1	0.2	2	-13

Some of the entries above in another layout.
canonical_smiles,MIN6 prolif,APOBEC3G inh,hIAP act,mIAP inh,mIAP act,GRIN3A LBD mod,MPTP inh,A3A deaminase,hIAP block
Cc1ccccc1-c1nnc(SCCOc2ccc3c(C)cc(=O)oc3c2)o1,-3,-1,1.1,5,0.95,-1,0.0,-2,-6
Cc1cc(C)nc(-n2nc(C)cc2Nc2ccccc2)n1,-2,8,0.87,-6,1.1,3,-2.0,8,13

Next section:
The line under a structure holds: MIN6 prolif	APOBEC3G inh	hIAP act	mIAP inh	mIAP act	GRIN3A LBD mod	MPTP inh	A3A deaminase	hIAP block
NNC(=O)CNC(=O)c1ccccc1F
    -2	-2	1.2	-3	1	0	-1.5	1	-24
Clc1ccc(OCc2nn3c(-c4ccncc4)nnc3s2)cc1
    1	-7	0.98	4	0.96	0	1.7	-2	2
COc1ccc(NC(=O)CSc2ccc(-c3ccco3)nn2)cc1
    -3	-8	1.1	2	0.98	-1	-0.5	4	-9
Nc1nc(COC(=O)C2CC(=O)N(CCc3ccccc3)C2)nc(Nc2ccccc2)n1 (stereo not given)
    1	-4	1.1	1	0.99	1	-1.4	6	-12
CC1=C(c2ccc(Cl)cc2)[N+](=O)C(C)(C)N1[O-]
    0	-2	1.2	3	0.97	1	0.5	0	-18
O=c1[nH]c(Cc2ccccc2)nc2ccccc12
    -1	9	1.3	-10	1.1	1	3.0	-6	-28
Cc1cc(C)cc(NC(=S)N2CCC(NC(=O)c3ccccc3C)CC2)c1
    -1	-2	0.93	5	0.95	0	-0.7	-3	7
O=C1COc2ccc(C(=O)COC(=O)C3CCN(S(=O)(=O)c4cccs4)CC3)cc2N1
    -2	-2	1	-3	1	1	-0.8	3	0
CC1CCN(C(=O)c2[nH]cnc2C(=O)Nc2ccccc2)CC1
    0	-8	1.3	9	0.91	-10	-2.0	-4	-34
O=C(Nc1cccnc1)c1ccc(COc2ccccc2Br)o1
    -1	-6	0.95	-3	1	-41	-1.2	-3	5
CCN(CC)C(=O)CSc1nnc(-c2ccccn2)n1-c1ccc(C)c(C)c1
    0	-3	0.94	0	1	3	1.6	2	6
Cc1ccc(C(=O)N/C(=C\c2cn(C)c3ccccc23)C(=O)N2CCN(C)CC2)cc1
    6	0	1.1	3	0.97	-2	-1.2	-3	-10
Fc1cccc(Cl)c1C1Nc2cccc3cccc(c23)N1
    -5	0	0.97	19	0.81	-3	0.7	-2	3
N#Cc1ccsc1NC(=O)CN(Cc1ccccc1)Cc1ccccc1
    0	1	0.97	6	0.94	1	1.2	6	3
Cc1ccccc1NC(=O)CN1CCC(NC(=O)Nc2ccccc2)CC1
    -2	-5	1.4	-12	1.1	-1	0.2	1	-44
COc1cccc(-c2noc(C3CCCN(C(=O)c4ccccc4OC)C3)n2)c1 (stereo not given)
    -1	-12	1.3	7	0.93	-1	3.5	-4	-27
Cc1ccc(N2CCN(S(=O)(=O)N(C)C)CC2)c(C)c1
    4	-3	0.84	-2	1	-1	-0.7	1	16
O=C1CC(=C2c3ccccc3-c3ccccc32)C(=O)N1CCN1CCN(c2cccc(Cl)c2)CC1
    -2	5	0.95	3	0.97	1	-0.4	-3	5
Cc1nn(-c2ccccc2)c(C)c1/C=N/O
    2	-1	1	-1	1	-1	-1.0	-4	-1
Cc1cccc(CCNC(=O)CCS(=O)(=O)c2cc3c(cc2Cl)NC(=O)CO3)c1
    -2	-5	0.77	-2	1	0	2.1	-1	23
CN(C)c1ccc(-c2nnc(-c3cccs3)o2)cc1
    -5	-11	1.2	-10	1.1	0	-0.2	-4	-22
CN(CC(=O)Nc1ccc(N2CCOCC2)cc1)CC(=O)Nc1ccc([N+](=O)[O-])cc1Br
    -3	-4	1.2	6	0.94	7	30	0	-18
CCC(O)(CC)C(=O)N/N=C/c1cc(Br)cc(Br)c1O
    -6	-6	1.3	16	0.84	-6	83*	0	-34
CCOc1ccc(-c2nnn(CC(=O)Nc3ccccc3OC)n2)cc1OCC
    1	-9	1.1	10	0.9	-5	1.5	-2	-10
O=C(N/C(=C\c1cccc([N+](=O)[O-])c1)C(=O)N1CCCCC1)c1cccs1
    3	-3	0.83	0	0.99	-1	-0.4	5	17
CCCNC(=O)c1cc(-c2ccc(Br)cc2)on1
    -5	-3	1	6	0.94	-1	0.2	-1	-2
COc1ccc(NC(=O)c2sccc2C)c([N+](=O)[O-])c1
    -2	-2	1.1	2	0.98	6	0.3	1	-12
c1ccc(-c2ccc(C3=Nn4c(Cn5nnc6ccccc65)nnc4SC3)cc2)cc1
    -8	28	0.87	12	0.89	-2	-2.0	1	13
Cc1nnc(SCC(=O)n2c3c(c4ccccc42)CCCC3)s1
    -1	-8	1	-5	1.1	0	45	-5	-1
COc1ccc2c(c1)CCc1c(C(=O)N3CCc4ccccc4C3)noc1-2
    -4	-4	1.1	0	1	-1	0.7	1	-5
COc1ccc(NC(=O)CSc2ccccn2)cc1
    -3	-3	1.1	6	0.94	-1	-0.7	0	-12
Cc1cccc(Cl)c1OCCN1CCCC1
    2	-5	1	-4	1	2	-0.1	-2	-4

Some of these compounds in order of their number in MPTP inh, highest first.
Molecule | MPTP inh
CN(CC(=O)Nc1ccc(N2CCOCC2)cc1)CC(=O)Nc1ccc([N+](=O)[O-])cc1Br | 30
CCN(CC)C(=O)CSc1nnc(-c2ccccn2)n1-c1ccc(C)c(C)c1 | 1.6
CCOc1ccc(-c2nnn(CC(=O)Nc3ccccc3OC)n2)cc1OCC | 1.5
CC1=C(c2ccc(Cl)cc2)[N+](=O)C(C)(C)N1[O-] | 0.5
CCCNC(=O)c1cc(-c2ccc(Br)cc2)on1 | 0.2
CN(C)c1ccc(-c2nnc(-c3cccs3)o2)cc1 | -0.2
COc1ccc(NC(=O)CSc2ccccn2)cc1 | -0.7

Single records, from the list above. Order of values: MIN6 prolif, APOBEC3G inh, hIAP act, mIAP inh, mIAP act, GRIN3A LBD mod, MPTP inh, A3A deaminase, hIAP block
CC1CCN(C(=O)c2[nH]cnc2C(=O)Nc2ccccc2)CC1 as listed: 0, -8, 1.3, 9, 0.91, -10, -2.0, -4, -34
Cc1cccc(Cl)c1OCCN1CCCC1 as listed: 2, -5, 1, -4, 1, 2, -0.1, -2, -4
